SIRT5 block: inhibitors of human sirtuin-5 desuccinylase; Purified SirT5, succinyl-peptide AMC, trypsin-coupled fluorescence; inhibition, % at 15 µM; actives 1.1% (n = 330,000); AID 652115; in the data active means inhibition above about 15%; inconclusive means no clear call, values can overlap the other calls
Target sequence (Q9NXA8 whole entry, looked up): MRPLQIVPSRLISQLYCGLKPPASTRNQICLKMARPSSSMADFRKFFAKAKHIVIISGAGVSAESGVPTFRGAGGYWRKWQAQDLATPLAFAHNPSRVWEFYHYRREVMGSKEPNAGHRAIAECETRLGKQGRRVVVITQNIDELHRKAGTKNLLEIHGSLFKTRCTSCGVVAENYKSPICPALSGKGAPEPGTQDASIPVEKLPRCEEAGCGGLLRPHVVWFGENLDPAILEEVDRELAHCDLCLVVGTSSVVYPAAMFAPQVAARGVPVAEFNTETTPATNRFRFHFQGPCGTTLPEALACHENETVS
CASP6 VEID inh: inhibitors of human caspase-6; P55212; purified caspase-6, Z-VEID-R110 cleavage fluorescence; inhibition, % at 12.5 µM; actives 0.53% (n = 350,000); AID 686996;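 active means mean inhibition across replicates at least about 35%, with every replicate also reaching that limit, limit read from the data; inconclusive means only one of the two criteria met; inactive means neither criterion met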;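 further: 0% = median of neutral control wells and 100% = no fluorescence left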
Target sequence (P55212 24-179 limits assumed): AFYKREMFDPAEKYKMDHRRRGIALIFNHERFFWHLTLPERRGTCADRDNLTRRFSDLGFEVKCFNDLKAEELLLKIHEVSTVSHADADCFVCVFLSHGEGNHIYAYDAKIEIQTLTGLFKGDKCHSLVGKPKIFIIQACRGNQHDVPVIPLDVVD
Target sequence (P55212 194-293 limits assumed): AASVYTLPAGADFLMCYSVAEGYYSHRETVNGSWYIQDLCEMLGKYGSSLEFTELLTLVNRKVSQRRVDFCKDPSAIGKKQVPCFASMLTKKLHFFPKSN
ERp5 inh: inhibitors of human ERp5; ERp5 insulin aggregation, absorbance 650 nm, 90 min; inhibition, % at 9.99 µM; AID 651711; actives 0.05% (n = 350,000); Q15084;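 active means mean replicate inhibition above about 25%, with every replicate also reaching it, limit read from the data, passing the limit was not always enough; inconclusive means only one of those two criteria met; inactive means neither criterion met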
DENV2 CPE: protects cells from dengue virus 2 cytopathic effect; DENV2-infected cells, cytopathic effect rescue, plate reader; CPE inhibition, % at 9.99 µM; actives 1.7% (n = 350,000); AID 651640; in the data active means CPE inhibition above about 20%, passing the limit was not always enough; inconclusive means no clear call, values can overlap the other calls; tested in BHK-21 cells;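 further: 0% = median of neutral control wells and 100% = median of positive control wells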
F508del corr: correctors of CFTR F508del function in bronchial epithelial cells | CFBE cells, YFP halide quenching; stimulated with forskolin plus potentiator P3; % fluorescence drop versus neutral controls | activity (quench increase), % at 7.58 µM | actives 0.36% (n = 350,000) | AID 720511;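 active means mean added fluorescence quench of at least 8% versus neutral control, with both replicates also reaching 8%; inconclusive means only one of the mean or replicate conditions met; inactive means mean below 8% and not both replicates reaching 8%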;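 further: cells transiently co-express mutant CFTR-F508del with the halide-sensitive YFP; corrector assay measuring rescue of mutant channel to the surface after 24 h compound exposure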
ERAP1 inh: blocks human ERAP1 aminopeptidase activity | Q9NZ08 | recombinant ERAP1, Leu-AMC fluorescence, 60 min | inhibition, % at 10.7 µM | actives 0.15% (n = 340,000);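 active means mean replicate inhibition of at least 30%, or all replicates individually reaching that 30% level; inactive means mean below 30% and not every replicate reaching it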;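 further: 0% = neutral control wells and 100% = L-leucinethiol positive control wells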
miR-122 sensor: inhibitors of miR-122 in Huh7 cells; Huh7 miR-122 Renilla luciferase sensor, 48 h; neutral wells = 0, positive control = 100; activation (reporter increase), % at 12.5 µM; actives 0.3% (n = 340,000);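 active means mean replicate activation score at least 90 and every replicate individually at or above 90; inconclusive means only one of the two criteria met; inactive means neither criterion met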;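 further: higher luciferase means less miR-122 activity so hits act as miR-122 inhibitors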
Active calls of the source: *; ? = inconclusive; nt = not tested or not shown; & = joins results of further samples; [ ] = dose if it differs, or a comment.

Start of the listing, in advance:
Fields: SIRT5 block	CASP6 VEID inh	ERp5 inh	DENV2 CPE	F508del corr	ERAP1 inh	miR-122 sensor
- O=C(c1ccc([N+](=O)[O-])cc1)N1CCN(C2=NS(=O)(=O)c3ccccc32)CC1
 : -1	3	5	-2	0.5	1	0
- Cc1nnc(SC(C)C(=O)NCC2CCCO2)s1 (configuration not stated)
 : 0	3	-6	-2	-2.7	4	-1

All compounds of this part, previewed entries included:
Fields: SIRT5 block	CASP6 VEID inh	ERp5 inh	DENV2 CPE	F508del corr	ERAP1 inh	miR-122 sensor
- O=C(c1ccc([N+](=O)[O-])cc1)N1CCN(C2=NS(=O)(=O)c3ccccc32)CC1
 : -1	3	5	-2	0.5	1	0
- Cc1nnc(SC(C)C(=O)NCC2CCCO2)s1 (configuration not stated)
 : 0	3	-6	-2	-2.7	4	-1
- C/C=C/c1cnc2c(c1)C(=O)N([C@H](C)CO)C[C@H](C)[C@H](CN(C)C(=O)Cc1ccccn1)O2
 : 2	0	0	1	-1.9	2	nt
- C/C(=N/NC(=O)C(=O)N/N=C(/C)c1ccccc1)c1ccccc1
 : -5	2	5	-3	0.4	4	nt
- COc1ccc(-c2cnc3c(c2)C(=O)N([C@H](C)CO)C[C@H](C)[C@@H](CN(C)C(=O)C2CCC2)O3)cc1
 : -2	2	10	-9	-1.3	0	12[16.7 µM]
- Cc1cccc(S(=O)(=O)NC(=O)C2(C)CCN2C(=O)Cc2cc(F)ccc2F)c1 (configuration not stated)
 : -3	0	9	1	0.0	3	0
- CC1C(=O)N2CCCc3cc(NS(C)(=O)=O)cc1c32 (configuration not stated)
 : 1	2	16	15	-1.2	-1	0
- CCN(c1ccccc1)P(=O)(Nc1ccccc1)Nc1ccccc1
 : -2	2	-6	1	1.4	nt	69
- O=C(O)c1ccc(N/N=C/c2cc3c(cc2[N+](=O)[O-])OCO3)cc1
 : 4	2	3	nt	-3.3	-7	-6
- COc1ccccc1CC(=O)NCc1csc(-c2cccs2)n1
 : 0	1	3	-1	-0.8	2	-6
- C[C@@H]1CCCCO[C@@H](CN(C)S(=O)(=O)c2ccccc2)[C@H](C)CN([C@H](C)CO)C(=O)c2cc(NS(=O)(=O)c3ccccc3)ccc2O1
 : 5	0	-7	-8	1.1	-1	-12[16.7 µM]
- COc1ccc(CNc2cc(C)nc3ccc(OC)cc23)cc1
 : 1	0	-3	1	1.8	0	-2
- CO[C@@H]1CN(C)C(=O)c2cc(NS(=O)(=O)c3cn(C)cn3)ccc2OC[C@@H](C)N(CC2CC2)C[C@@H]1C
 : 0	20	3	-4	-3.4	-1	nt
- CCNC(=S)N1CCC(C(O)(c2ccccc2)c2ccccc2)CC1
 : -5	-2	-2	-6	-2.0	-1	nt
- O=C(NCc1ccccc1)c1ccccc1-c1nc2ccccc2[nH]1
 : -5	0	-5	11	-1.9	1	4
- CCN(CC(=O)Nc1c(F)cccc1F)C(=O)CCOc1ccc(C)cc1
 : 0	1	-1	-3	0.8	-2	nt
- C[C@H]1CN([C@@H](C)CO)C(=O)c2cc(-c3ccccc3)cnc2O[C@H]1CN(C)C(=O)c1ccccn1
 : 2	1	11	-1	2.0	1	12[16.7 µM]
- O=C(C[C@H]1C[C@@H]2c3cc(NC(=O)NC4CCCC4)ccc3O[C@@H]2[C@H](CO)O1)NCCN1CCCCC1
 : -1	-2	-5	6	1.2	-1	-4[16.7 µM]
- COc1ccc2c3c(n(C)c2c1)[C@@H](CO)N(C(=O)C1CCC1)CC31CCN(Cc2cccc(F)c2)CC1
 : 1	3	-7	-3	3.6	-1	nt
- CCOc1ccc(Br)cc1S(=O)(=O)Nc1cccc(S(=O)(=O)Nc2ccccc2C(=O)O)c1
 : 1	1	0	15	-2.2	-5	nt
- CCN1CCCc2cc(CN(CCN3CCOCC3)C(=S)Nc3cccc(OC)c3)ccc21
 : 0	-7	4	2	-1.1	nt	-4
- O=C(Cc1cccc2ccccc12)NNC(=O)Nc1ccc(Cl)cc1
 : -1	-5	2	-1	-0.4	2	13
- COC(=O)C/C(O)=C(/N=Nc1cccc(C(F)(F)F)c1)C(=O)OC
 : -2	2	-2	3	-2.2	2	nt
- COc1ccc(S(=O)(=O)N(C)C[C@H]2Oc3ccc(NS(=O)(=O)c4cccs4)cc3C(=O)N([C@@H](C)CO)C[C@@H]2C)cc1
 : -1	-2	5	2	1.1	-1	18[16.7 µM]
- C=CCn1c(COc2cccc(C)c2C)nnc1SCC(=O)N1CCN(c2ccccc2)CC1
 : -3	2	5	16	nt	0	nt
- Cn1c(SCC(=O)C(C)(C)C)nnc1-c1ccc(F)cc1
 : -2	2	3	-1	-3.0	-2	2
- CN(C)C1=NC[C@H](Cc2ccccc2)N1CC1CCCCCC1
 : 3	1	3	-13	0.7	2	-1
- O=C(CC1COc2ccccc2O1)NCc1ccccc1 (configuration not stated)
 : 0	3	-4	nt	0.6	1	-2
- COC(=O)CCCC1=CC2=C(c3ccccc3)C(=O)C(C)(OC(=O)C3CCCC3)C(=O)C2=CN1C(CO)CO (configuration not stated)
 : -3	18	4	-6	-2.1	9	1
- Cc1c(C(=O)OCC(=O)NCCc2ccc(S(N)(=O)=O)cc2)oc2ccccc12
 : 0	1	-13	-8	0.9	-2	nt
- O=C(NN1S(=O)(=O)c2ccccc2S1(=O)=O)c1ccc(Br)cc1
 : 1	0	-6	0	-1.9	5	nt
- CCOC(=O)C1=NN(C(=O)c2ccco2)C2(CC2)C1
 : -2	-1	3	10	-1.5	-1	nt
- Cc1noc(C)c1NC(=O)Nc1ccc2c(c1)CC(=O)N([C@@H](C)CO)C[C@@H](C)[C@H](CN(C)CC1CC1)O2
 : 0	-6	-12	-1	3.0	0	-9[16.7 µM]
- CCC(=O)Nc1ccc2c(c1)C(=O)N(C)[C@@H]1CC[C@H](CC(=O)NC3CCCC3)O[C@H]1CO2
 : 1	2	-3	43*	0.0	3	2[16.7 µM]
- Cc1ccc(NC(=O)C(C)NS(=O)(=O)c2ccc(F)cc2)cc1C (configuration not stated)
 : -5	-1	0	3	nt	18	nt
- COc1ccc(C(C)=O)cc1CSC(=S)N1CCSCC1
 : 0	2	3	2	2.0	6	nt
- COc1ccc(-c2csc(NC(=O)Cc3ccccc3F)n2)cc1OC
 : -6	-4	11	10	-1.2	4	18
- COCC(C)n1c(SCC(=O)Nc2sccc2C(N)=O)nc2ccccc2c1=O (configuration not stated)
 : -3	1	3	4	2.6	0	nt
- CN1CCN(c2ccc(NC(=O)c3ccc(-c4ccc(Br)cc4)o3)cc2)CC1
 : -4	-28	3	14	-4.9	0	nt
- COc1ccc(-n2c(C)c(C)c3c(N)ncnc32)cc1
 : -6	1	-2	7	2.2	-1	nt
- Cc1ccc(OCc2ccc(C(=O)Nc3ccc(C(N)=O)cc3)o2)c([N+](=O)[O-])c1
 : -3	-1	2	-1	0.1	-10	nt
- CCC(C)Sc1cccc(-c2nc3ccccn3c2NCc2ccccc2)c1 (configuration not stated)
 : nt	25	4	1	-1.1	-2	16
- Cc1ccc(NS(=O)(=O)c2cc(C(=O)N(C)C3CCN(C)CC3)ccc2Cl)cc1Cl
 : 1	1	-6	8	-1.2	-10	35
- CCc1ccc(NS(=O)(=O)c2cccs2)cc1
 : 0	nt	1	2	-1.4	-3	-4
- C[C@H](CO)N1C[C@H](C)[C@@H](CN(C)Cc2ccc3c(c2)OCCN3C)OCc2cn(nn2)CCCC1=O
 : -4	-3	-2	4	-2.2	0	2[16.7 µM]
- N#CC(CCc1ccccn1)c1ccccc1 (configuration not stated)
 : nt	4	7	-4	3.8	0	-4
- CCCCN(C(=O)c1cc(Cl)nc2ccccc12)c1c(N)n(CCC)c(=O)[nH]c1=O
 : -3	0	0	-2	2.1	-5	0
- C=CC(=O)N1C/C(=C/c2ccccc2)C(=O)/C(=C\c2ccccc2)C1
 : nt	2	-3	?	-1.0	3	-20
- COc1ccc(NC(=O)Nc2ccc3c(c2)CC(=O)N([C@@H](C)CO)C[C@@H](C)[C@H](CN(C)S(=O)(=O)c2c(C)noc2C)O3)cc1
 : 6	5	22	17	0.6	-2	10[16.7 µM]
- C[C@H](CO)N1C[C@H](C)[C@H](CN(C)CC2CC2)Oc2cc(-c3cncnc3)ccc2S1(=O)=O
 : 3	0	-9	-10	-2.0	1	2[16.7 µM]
- Cc1cccc(CSC(=N)N)c1
 : -2	-4	-2	2	nt	17	nt
- COC(=O)CCC(=O)N1CCCC(N2CCN(c3ccc(OC)cc3)CC2)C1 (configuration not stated)
 : 3	1	3	1	-1.0	0	-2
- Fc1ccccc1N1CCN(Cc2cnc(Cl)s2)CC1
 : -1	0	1	5	-0.6	3	3
- O=C(Nc1nc(-c2ccc([N+](=O)[O-])cc2)cs1)C1=COCCO1
 : 3	-2	-1	42*	-0.1	-1	-6
- c1cnc2c(-c3cccc4nccn34)cccc2c1
 : -3	0	1	-2	0.0	1	3
- C=CCOc1ccc(C2C(C(=O)c3ccc(C)o3)=C(O)C(=O)N2Cc2cccnc2)cc1 (configuration not stated)
 : 0	3	-2	2	2.3	7	-12
- O=C(CCCN=C1NS(=O)(=O)c2ccccc21)OCC(=O)c1ccc(Br)cc1
 : 0	0	0	14	-0.7	4	-4
- COc1ccc(C(O)c2nc3ccccc3n2C(C)C)cc1 (configuration not stated)
 : -1	2	7	11	1.2	-1	11
- O=C(O)C[C@H]1C[C@H]2c3cc(NC(=O)NC4CCCC4)ccc3O[C@H]2[C@H](CO)O1
 : -1	-3	3	36*	1.3	-1	-6[16.7 µM]
- COc1ccccc1CNC(=O)C[C@@H]1CC[C@H]2[C@@H](COC[C@@H](O)CN2C(=O)Nc2ccc(C(F)(F)F)cc2)O1
 : 0	-3	0	-13	1.8	2	1[16.7 µM]

Other entries follow:
Fields: SIRT5 block	CASP6 VEID inh	ERp5 inh	DENV2 CPE	F508del corr	ERAP1 inh	miR-122 sensor
- COc1cccc(C(=O)N2C[C@H]3[C@@H](c4ccccc42)[C@@H](CO)N3Cc2cccnc2)c1
 : -3	-1	0	8	3.6	0	0[16.7 µM]
- C[C@H](CO)N1C[C@H](C)[C@@H](CN(C)C)Oc2c(NC(=O)C3CC3)cccc2C1=O
 : 0&-3	-1&-7	-4&-5	-7&-3	0.3&-1.0	-2&-4	-1[16.7 µM]
- COc1ccc(/C=N/Nc2ccc([N+](=O)[O-])cc2)cc1O
 : -5	6	1	?	0.7	-2	nt
- Cc1c(C(N)=O)cc([N+](=O)[O-])cc1[N+](=O)[O-]
 : 0	-1	2	-7	-1.7	0	3
- COc1cc(/C=C2/C(=N)N3N=C(CC(=O)N4CCOCC4)SC3=NC2=O)ccc1OCc1ccccc1
 : 4	2	-2	13	-2.1	-1	5
- O=C1CCC/C(=N\NC(=O)COc2ccc(Cl)cc2)C1
 : -1	6	-1	-1	-0.5	5	nt
- O=C(NN1C(=O)c2ccccc2C1=O)c1ccc2c(c1)C(=O)N(CC1CCCO1)C2=O (configuration not stated)
 : -2	-1	3	-7	-4.5	nt	-15
- Cn1nnnc1SCCNCc1ccccc1OCc1ccc(F)cc1
 : 0	-3	5	-8	-2.6	nt	-4

Compound activity (PubChem BioAssay)
